Compound activity: PubChem BioAssay, National Center for Advancing Translational Sciences (NCATS)
Mito fusion yeast = mitochondrial division inhibition or fusion activation; Potency, µM (titrated, usually from 46.1 µM), for inactives: at the highest dose growth rescue (activation), actives largely listed as activators; hit rate 0.23% among 320,000; S. cerevisiae fusion-defective mutant growth rescue, CellTiterGlo 48 h;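 further: potency means the concentration at half of the fitted maximal effect; % of control where 0% means no effect; nearly all actives have a fitted effect of over 45% in size; temperature-sensitive fusion mutants such as fzo1-1 at 37 °C on non-fermentable ethanol glycerol medium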
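Yeast fusion mutant, YPEG (non-fermentable carbon), compound, 48 h at 37C non-permissive; CellTiterGlo added, 10 min RT, luminescence read. Rescued growth = division inhibition.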
Eya2 inh = Eya2 (human) phosphatase inhibition | O00167 | recombinant Eya2, OMFP fluorescence dephosphorylation (OMFP is methylfluorescein phosphate) | Potency, µM (highest dose often 76.9 µM), for the others: top-dose activity, negative = inhibition, most hits filed as inhibitors | hit rate 0.006% among 330,000 | AID 488837; further: potency means the concentration at half of the fitted maximal effect; on the % scale 0 is the no-effect control and ±100 the full control effect
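Eya2 (0.2 uM) preincubated 10 min at ambient with compound, then OMFP substrate added at 50 uM; 10 min reaction in 50 mM HEPES pH 7.5, 50 mM NaCl, 5 uM MgCl2, 0.05% BSA, 1 mM DTT. Fluorescence read at Ex 485/Em 525 nm.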
ASM inhibitor = inhibitors of human secretory acid sphingomyelinase | Potency, µM (doses to about 57.5 µM), for inactives: at the top dose activity change, negative = inhibition, usual class: inhibitors | placental ASM, HMU-PC fluorogenic substrate, 60 min | hit rate 0.006% among 340,000; further: potency means the concentration at half of the fitted maximal effect
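Human placenta-derived ASM enzyme was preincubated with compound for 10 minutes at room temperature, then given fluorogenic substrate HMU-PC0 (9 uM final) for 60 minutes at 37 °C; a pH 10 stop preceded fluorescence reading at Ex 386/Em 447 nm.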
USP2a inh = inhibitors of human ubiquitin-specific protease USP2a | O75604 | USP2 core, Ub-CHOP2 coupled fluorogenic reporter, 485/531 | Potency, µM (top dose mostly 38.3 µM), for the others: at the highest dose activity change, negative = inhibition, actives largely listed as inhibitors | hit rate 0.01% among 330,000;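 further: potency means the concentration at half of the fitted maximal effect; plate controls were DMSO wells for no effect and full inhibition by NEM control for full effect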
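Cell-free coupled assay: 10nM USP2 core preincubated 30min RT with compound in Tris-HCl pH 8.0/CaCl2/CHAPS buffer, then 25nM Ub-CHOP2 and 25nM reporter substrate; fluorescence (Ex 485/Em 531) read after 60min RT, normalized to NEM inhibition, concentration-response curves fitted.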
BCR signal inh = inhibitors of chronic active B-cell receptor signaling; Potency, µM (highest dose often 46.1 µM), without a hit: at the top dose ratio change, negative = lower green/red ratio, actives largely listed as inhibitors; AID 493014; ABC-DLBCL IkBa-CBG/CBR reporter, luminescence ratio, 4 h; hit rate 0.05% among 340,000; active means well fitted inhibition curve with a large enough effect in the signal ratio, with a control signal flat, not every such curve was filed as active; inconclusive means small, poorly fitted or top-dose-only effect, or effect the other way, or a change in a side signal; the % refers to the signal ratio;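 further: potency means the concentration at half of the fitted maximal effect; plate controls were basal doxycycline-induced cells for no effect and cells given 10 µM MG132 for full effect; MG132 reads +100%, hits lower the ratio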
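Doxycycline induced both beetle luciferases in TMD8 lymphoma cells; IKK-driven degradation limits the IkappaBalpha-fused green signal, while red luminescence normalises for cell number and nonspecific effects. Compounds tested up to 46 uM, 4 hrs.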
GALK inhibitor = inhibitors of human galactokinase; P51570; Purified GALK, Kinase-Glo residual ATP luminescence; Potency, µM (doses to about 57.5 µM), without a hit: at the highest dose activity change, negative = inhibition, most hits filed as inhibitors; hit rate 0.007% among 270,000; AID 1868; further: potency means the concentration at half of the fitted maximal effect; on the % scale 0 is the no-effect control and ±100 the full control effect
Target sequence (P51570 whole entry, looked up): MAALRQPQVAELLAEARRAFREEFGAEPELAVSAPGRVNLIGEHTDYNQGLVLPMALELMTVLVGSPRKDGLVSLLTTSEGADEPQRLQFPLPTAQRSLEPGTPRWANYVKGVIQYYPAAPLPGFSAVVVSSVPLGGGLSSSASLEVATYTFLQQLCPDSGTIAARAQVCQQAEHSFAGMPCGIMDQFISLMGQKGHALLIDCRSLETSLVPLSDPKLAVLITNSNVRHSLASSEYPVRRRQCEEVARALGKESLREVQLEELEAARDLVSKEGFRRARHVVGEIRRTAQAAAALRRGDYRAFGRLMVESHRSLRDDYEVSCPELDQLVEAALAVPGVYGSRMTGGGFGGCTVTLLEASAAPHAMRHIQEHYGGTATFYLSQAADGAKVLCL
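Luminescence from leftover ATP (Ultra-Glo luciferase/luciferin) served as read-out after a 1 h room-temperature reaction of 5 nM GALK with 35 uM ATP and 100 uM galactose.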
hERG WT inh = blocks the wildtype human KCNH2 potassium channel; Q12809; U2OS, BacMam KCNH2, thallium flux FluxOr; hits give low values; activity change, % at 1.84 µM; hit rate 0.37% among 340,000; AID 720551;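 active means maximum activity change below -70%; inconclusive means maximum activity change between -70% and -50%; inactive means maximum activity change above -50%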; further: on the % scale 0 is the no-effect control and ±100 the full control effect
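U2OS cells were transduced with wild-type KCNH2 virus (2.03 x 10^8 / mL) for 4 h at room temperature, then cultured overnight at 37 C. Thallium flux was read with FluxOr dye. Rate constants were normalized to DMSO controls.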
TSHR antagonist = blocks TSH signaling through the human TSH receptor | P16473 | hit rate 0.2% among 330,000 | activity change, negative = inhibition, % at 11.5 µM | TSHR-expressing cells, TSH-stimulated cAMP HTRF, 2 h; hits give low values;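 active means activity change below a set negative limit, meaning inhibition stronger than a set level, cut at about -70% in these data; inconclusive means activity change between two set negative limits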; further: on the % scale 0 is the no-effect control and ±100 the full control effect
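Competitive HTRF cAMP read-out (cryptate anti-cAMP antibody, cAMP-d2; 30 min, room temperature) in freshly harvested TSHR cells. Compounds added before TSH at EC80 (4nM final), followed by 2 hours' incubation at 37 deg C.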
PKM2 activator = increases activity of human pyruvate kinase M2. purified PKM2, Kinase-Glo ATP luminescence, activation; response scale: 0% is enzyme alone, no compound. Potency, µM (doses to about 57.5 µM), without a hit: at the highest dose activation, most hits filed as activators. hit rate 0.34% among 260,000. P14618; further: potency means the concentration at half of the fitted maximal effect; on the % scale 0 is the no-effect control and ±100 the full control effect; nearly all actives have a fitted effect of over 55% in size
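ATP formation by purified human PK-M2, quantified via coupled luciferase luminescence after 1 h at room temperature with 0.1 mM ADP and 0.5 mM PEP final.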
Menin MLL FP TR = inhibitors of human menin-MLL interaction, mutant MLL peptide; hit rate 0.23% among 270,000; Potency, µM (series often up to 61.6 µM), inactives show at the highest dose FP activity change, negative = inhibition, most hits filed as inhibitors; Menin + Texas Red MLL mutant peptide, fluorescence polarization; AID 1768; active means well fitted inhibition curve with a large enough effect in the polarisation, with a control signal flat, not every such curve was filed as active; inconclusive means small, poorly fitted or top-dose-only effect, or effect the other way, or a change in a side signal; inactive means no such curve, though single readings can be large or run the other way; the % refers to the polarisation; further: potency means the concentration at half of the fitted maximal effect; % of control where 0% means no effect; many of its hits are not listed in these tables
Target sequence (O00255 whole entry, looked up): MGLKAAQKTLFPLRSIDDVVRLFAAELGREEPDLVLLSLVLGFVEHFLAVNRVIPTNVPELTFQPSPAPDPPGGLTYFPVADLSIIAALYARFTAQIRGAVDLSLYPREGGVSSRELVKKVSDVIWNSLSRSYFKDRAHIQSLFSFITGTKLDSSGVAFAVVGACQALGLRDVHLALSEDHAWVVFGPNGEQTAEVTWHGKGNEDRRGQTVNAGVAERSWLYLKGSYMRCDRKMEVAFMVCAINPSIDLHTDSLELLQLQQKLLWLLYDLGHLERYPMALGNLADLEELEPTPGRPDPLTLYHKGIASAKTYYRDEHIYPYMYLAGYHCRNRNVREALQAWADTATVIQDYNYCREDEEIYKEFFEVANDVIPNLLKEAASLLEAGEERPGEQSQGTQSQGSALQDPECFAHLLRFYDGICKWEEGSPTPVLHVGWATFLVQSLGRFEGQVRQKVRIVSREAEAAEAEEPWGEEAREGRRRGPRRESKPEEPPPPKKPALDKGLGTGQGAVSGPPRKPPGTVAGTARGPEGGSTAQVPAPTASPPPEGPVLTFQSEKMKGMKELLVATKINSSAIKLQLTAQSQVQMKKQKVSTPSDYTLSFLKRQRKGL
MBNL1-CUG inh = MBNL1-poly(CUG) RNA binding inhibition; TR-FRET MBNL1-His/biotin-(CUG)12 binding, 665/545 ratio; Potency, µM (series often up to 57.5 µM), for the others: at the highest dose activity change, negative = inhibition, actives largely listed as inhibitors; hit rate 0.036% among 280,000; AID 2675; active means well fitted inhibition curve with a large enough effect in the signal ratio, with a control signal flat, not every such curve was filed as active; inconclusive means small, poorly fitted or top-dose-only effect, or effect the other way, or a change in a side signal; inactive means no such curve, though single readings can be large or run the other way; the % refers to the signal ratio; further: potency means the concentration at half of the fitted maximal effect; on the % scale 0 is the no-effect control and ±100 the full control effect
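Ratiometric TR-FRET (665 over 545 nm, excitation 340 nm) tracks disruption of MBNL1-His/biotin-(CUG)12 complex after 60 min at room temperature, with compounds at 92 nM to 58 uM final.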
* marks the source's active call; other numbers are inactive results; ? = inconclusive; · = no result given; [ ] = remark or other dose. Unless noted, the call rests on the fitted dose curve; in most records, active means well fitted curve in the direction sought with a large enough effect; inconclusive means small, poorly fitted or top-dose-only effect, or another doubt; inactive means no such curve, though single readings can be large; an effect the other way counts as inactive or inconclusive.

SMILES	Mito fusion yeast	Eya2 inh	ASM inhibitor	USP2a inh	BCR signal inh	GALK inhibitor	hERG WT inh	TSHR antagonist	PKM2 activator	Menin MLL FP TR	MBNL1-CUG inh
COCCC(=O)N1CCC(Oc2ccc(C(=O)NCc3cc(C)n(C)n3)cc2)CC1	-7%	6%	6%	0%	-1%	2%	1	12	·	-15%	-9%
CC(=O)C1=C(O)C(=O)N(Cc2cccnc2)C1c1ccc(Cl)cc1Cl (stereo unspecified)	-2%	-2%	4%	-1%	1%	-3%	-11	35	-21%	-6%	12%
O=C(NCc1cccc2ccccc12)Nc1ccccc1	-3%	2%	-2%	4%	-5%	9%	-7	1	13%	36%[activator]	0%
Cc1ccc(Nc2nc(N3CCOCC3)c3ccccc3n2)cc1	3%	1%[15.4 µM]	66%[activator]	3%	?	1%	4	-17	3%	2%	-10%
CSC1=NCCN1C(=O)c1cccs1	0%	-10%	2%	1%	14%	3%	-1	3	-4%	-2%	11%
CCn1c(SCC(=O)Nc2cc(C)on2)nnc1-c1cccs1	-1%	6%	5%	0%	7%	2%	-3	0	15%	-5%	0%
CCc1cc(CNC(=O)CC2C(=O)NCCN2Cc2ccc(-c3ccccc3)cc2)on1 (stereo unspecified)	-10%	2%	-2%	0%	-16%	3%	-3	-113*	·	-14%	6%
Cc1ccc(CNC(=O)c2ccc(N3CCC4(CC3)CC(c3cccc(Br)c3)=NO4)c(NC(=O)c3ccccc3)c2)cc1	-6%	10%	5%	6%	-2%	·	-3	4	·	·	·
CCOc1ccc(OCC)c(NC(=O)CCn2cccc2)c1	-5%	-7%	2%	-3%	6%	1%	-8	-2	3%	1%	-5%
COCCN1C(=O)C(=O)/C(=C(/O)c2cccc(OC)c2)C1c1ccncc1 (stereo unspecified)	-5%	8%	2%	1%	0%	0%	9	30	-10%	0%	?
N#CC(C#N)=c1ccc2c(c1)N1C(c3ccccc3)=CC(c3ccccc3)C3CCCCC31N=2 (stereo unspecified)	15%	-2%	-3%	7%	2%	2%	2	8	-9%	·	-14%
Cc1ccc(C(=O)NC2CCCc3ccccc32)o1 (stereo unspecified)	12%	-20%	-1%	2%	10%	0%	0	-3	6%	4%	2%
CC1=C([N+](=O)[O-])C(c2ccccc2Cl)NC(=O)N1C (stereo unspecified)	2%	-17%	0%	-1%	-5%	-2%	-5	-9	-2%	7%	?
O=c1[nH]c(C2CCN(S(=O)(=O)c3ccc(C(F)(F)F)cc3)CC2)nc2c1nnn2Cc1cccc(F)c1	-9%	-15%	-4%	-10%	2%	14%	12	-5	6%	17%	5%
COCCNC(=O)Nc1ccc2nc(-c3cccs3)c(-c3cccs3)nc2c1	6%	6%	338%[activator]	-5%	?	0%	2	6	10%	?	?
Cc1cc2cc(CN(Cc3ccco3)C(=O)NCc3ccccc3)c(=O)[nH]c2cc1C	6%	5%	0%	-6%	-5%	6%	-4	-1	0%	-4%	-2%
COc1ccc(-c2csc(NC(=S)NC(=O)/C=C/c3ccco3)n2)cc1OC	-5%	4%	·	-2%	?	-1%	-9	18	?	?	?
CCS(=O)(=O)NCCc1cc2cc(C)c(C)cc2[nH]c1=O	-4%	0%	-1%	3%	?	-4%	19	-12	-1%	-25%	-12%
C/C(=N\NC(=O)c1c(Cl)c(C)nn1C)c1cccc(NC(=O)c2cccc(F)c2)c1	1%	-8%	-3%	3%	-2%	5%	-9	5	3%	19%	4%
Cc1ccc(-c2nn3c(C)nnc3c3ccccc23)cc1S(=O)(=O)NCCO	-2%	2%	0%	0%	-13%	7%	0	2	0%	-4%	-5%
O=C(NC1=NCCCCC1)c1cccc2ccccc12	-7%	-12%	1%	0%	?	11%	-1	5	1%	-8%	1%
CCc1n[nH]c(=S)n1/N=C/c1cc(Br)c(O)c(OC)c1	-8%	-14%	-1%	-1%	-2%	1%	-11	-13	-4%	·	3%
CCOC(=O)c1c(C)[nH]c(C)c1C(=O)COC(=O)c1ccc(S(=O)(=O)C(F)F)cc1	1%	-5%	-2%	2%	?	·	-5	12	·	·	·
CC(C)[C@H](Nc1ccc(S(=O)(=O)N2CCOCC2)cc1[N+](=O)[O-])C(=O)OCC(N)=O	-4%	-11%	-7%	-2%	-4%	-2%	3	3	-1%	4%	·
CCCCN(CC)S(=O)(=O)c1ccc2c(c1)CCCN2C(C)=O	3%	-15%	-1%	2%	1%	-2%	1	2	-4%	5%	-3%

The list continues:
SMILES	Mito fusion yeast	Eya2 inh	ASM inhibitor	USP2a inh	BCR signal inh	GALK inhibitor	hERG WT inh	TSHR antagonist	PKM2 activator	Menin MLL FP TR	MBNL1-CUG inh
COc1ccsc1C(=O)NCCN1CCOCC1	-3%	-16%	0%	0%	?	0%	3	8	1%	1%	-6%
C#CCOCCOCCOCCNc1nc(N2CCOCC2)nc(N2CCN(C(=O)CCCCCCCCCCNC(=O)[C@H](CO)n3cc(CCCCCN)nn3)CC2)n1	-6%	3%	1%	-4%	0%	·	-8	8	·	·	·
COc1ccc(/C=C/C(=O)OC(C)CN2CCOCC2)cc1 (stereo unspecified)	-1%	15%	3%	1%	-11%	-1%	-7	-7	2%	-17%	15%
O=C(CN(C(=O)C1CSC(=O)C1)c1ccccc1F)NCc1ccc2c(c1)OCO2 (stereo unspecified)	2%	5%	3%	-6%	-2%	5%	1	-11	-3%	-1%	1%
O=C(Cn1cnc2ccccc2c1=O)NCC(=O)N1CCN(c2ccccn2)CC1	-1%	8%	5%	3%	13%	-1%	2	1	-11%	12%	-3%
COc1ccc(CNC(=O)c2cc(=O)c3cc(C)cc(C)c3o2)cc1	14%	4%	0%	2%	0%	4%	2	-7	·	-18%	-5%
OCC[C@H]1C[C@@H](O)[C@H](O)[C@]2(Cc3ccccc3CO2)O1	-8%	22%	0%	-1%	-14%	·	-19	3	·	·	·
Cc1ccc(NC2CCCN(C(=O)C3CCCC3)C2)cc1C (stereo unspecified)	-1%	10%	2%	0%	2%	4%	-11	-11	1%	-8%	-2%
CCOc1ccccc1N1CCN(C(=O)NC2CCCCC2)CC1	-1%	-8%	2%	3%	2%	-4%	-8	14	5%	-1%	-10%
O=C(CCCC1=NS(=O)(=O)c2ccccc2N1)N1CCN(c2ccccc2)CC1	0%	-9%	0%	1%	-11%	-1%	0	0	-1%	-12%	1%
COCCCn1c(=O)c2sccc2n2c(CCCC(=O)NCc3ccccc3OC)nnc12	1%	4%	1%	-1%	-2%	1%	2	-6	·	-5%	0%
O=c1oc2ccccc2c2oc3cc(O)c(O)cc3c12	4%	-9%	-2%	-14%	?	-1%	-3	-10	?	?	6%
CC(C)C[C@@H]1NC(=O)[C@H](CO)NC(=O)c2cc([N+](=O)[O-])cc(I)c2OCC[C@@H](C(N)=O)NC1=O	-3%	3%	4%	1%	1%	·	-16	-1	6%	13%	?
COc1ccc(/C=C/c2ccccc2)cc1[C@H]1[C@@H]2C=CCC[C@@]2(C)C(=O)N1Cc1ccccc1	-6%	-7%	-12%	4%	5%	-2%	4	-8	2%	·	11%
O=C(COc1ccc(S(=O)(=O)NC2CCCCC2)cc1Cl)N1CCN(c2ccccc2)CC1	19%	-12%	-7%	-2%	3%	-5%	39	-8	-2%	13%	1%
CCCC(O)(c1ccc(OC)cc1)C(CN1CCOCC1)c1ccc(Cl)cc1 (stereo unspecified)	5%	-3%	1%	0%	2%	2%	1	2	·	?	4%
Cc1ccc(/C(N)=N/OC(=O)Cc2cccs2)cc1	-5%	-14%	-1%	-3%	?	0%	1	-6	-6%	11%	-16%
CC(C)(C)C(=O)N1CCN(c2ccc(NC(=O)c3ccco3)cc2)CC1	-1%	-18%	-1%	2%	-2%	4%	-9	-7	·	·	-1%
Cc1ccccc1-n1c(Cn2c(=O)sc3ccccc32)nnc1SCC(=O)N1CCOCC1	-2%	10%	0%	-2%	10%	4%	-7	2	-4%	-6%	-11%
Cc1cccc(NC(=O)c2ccc(OCc3c(C)noc3C)cc2)c1C	·	11%	-4%	4%	?	·	-12	·	·	·	·
CCc1ccc(NC(=O)COC(=O)C2(c3ccc(Cl)cc3)CCCC2)cc1	-4%	6%	0%	0%	?	0%	-9	-15	6%	-4%	3%
Cc1cccc(C)c1N/C=C/c1onc(C)c1[N+](=O)[O-]	1%	·	-1%	·	·	0%	-4	·	1%	?	-4%

These rows are one share of the data; the hit share may differ from the screen's.
